mIAP act: mouse IAP activation; muIAP, CDP-Star luminescence, 30 min; hits give high values; 1 = vehicle-only enzyme signal, 0 = enzyme-free wells; activation factor at 10 µM; 330,000 tested, 0.24% active; AID 2805;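 active = activation factor of at least 2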; note: the source names both 10 and 20 µM as test concentration; values of inactives mirror those of a sister screen read the other way
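also added = chemiluminescent substrate CDP-Star | test system = mouse IAP enzyme | signal = chemiluminescence readout | compound = DMSO-dissolved test compounds | incubation = 30 min at room temperature | benchmarks = DMSO wells, no-enzyme wells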
GRIN3A LBD mod: NR3A (human) ligand-binding domain modulation; NR3A LBD differential scanning fluorimetry, Tm shift; 0% = protein alone, 100% = glycine-bound protein; Tm shift relative to glycine control, % at 25 µM; 340,000 tested, 2.5% active;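 active = melting temperature shift of at least 10% of the positive control shift, at one fixed dose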
hIAP activ: increases human intestinal alkaline phosphatase activity. P09923. purified human IAP, CDP-Star luminescence, 30 min; hits give high values; 1 = vehicle-only enzyme, 0 = enzyme-free background. activation factor at 10 µM. 330,000 tested, 0.16% active. AID 2524;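 active = activation factor of the enzyme at least 2-fold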; note: the source names both 10 and 20 µM as test concentration; values of inactives mirror those of a sister screen read the other way
Target sequence (P09923 whole entry, looked up): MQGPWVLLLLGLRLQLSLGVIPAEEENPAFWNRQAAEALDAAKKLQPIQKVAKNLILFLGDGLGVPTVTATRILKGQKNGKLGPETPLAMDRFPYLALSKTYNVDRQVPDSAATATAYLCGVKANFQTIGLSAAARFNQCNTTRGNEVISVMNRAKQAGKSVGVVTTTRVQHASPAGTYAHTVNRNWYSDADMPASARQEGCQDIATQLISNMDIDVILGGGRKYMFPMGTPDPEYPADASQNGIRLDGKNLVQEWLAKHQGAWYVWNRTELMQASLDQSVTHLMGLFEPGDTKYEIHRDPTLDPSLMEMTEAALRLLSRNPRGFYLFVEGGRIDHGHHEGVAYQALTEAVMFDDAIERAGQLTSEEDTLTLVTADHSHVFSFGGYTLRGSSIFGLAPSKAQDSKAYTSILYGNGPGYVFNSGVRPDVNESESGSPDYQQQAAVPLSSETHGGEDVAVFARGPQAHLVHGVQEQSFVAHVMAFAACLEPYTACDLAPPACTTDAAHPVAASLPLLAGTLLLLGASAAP
MIN6 prolif: MIN6 beta-cell proliferation induction; MIN6 cells proliferation, ATPlite luminescence, 48 h; cells starved in 0.2% serum; 100% = growth in 10% serum; proliferation, % at 10 µM; 330,000 tested, 0.29% active; AID 2380;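 active = compounds whose signal lies at least 3.5 SD above the mean of all wells on their plate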;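 note: 0% = DMSO-treated cells in low-serum medium and 100% = 10% serum control; some compounds called inactive have numbers as strong as hits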
A3A deaminase: inhibitors of human APOBEC3A DNA deaminase; inhibition, % at 20 µM; 330,000 tested, 0.41% active; AID 493011; recombinant A3A, FAM/TAMRA ssDNA deamination fluorescence;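 active = at least 40% inhibition at 20 µM here, with at most 30% in a related deaminase screen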;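 note: plate controls were A3A with DMSO for no effect and wells lacking A3A enzyme for full effect; some results filed as inactive read as strong as hits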
Target sequence (P31941 whole entry, looked up): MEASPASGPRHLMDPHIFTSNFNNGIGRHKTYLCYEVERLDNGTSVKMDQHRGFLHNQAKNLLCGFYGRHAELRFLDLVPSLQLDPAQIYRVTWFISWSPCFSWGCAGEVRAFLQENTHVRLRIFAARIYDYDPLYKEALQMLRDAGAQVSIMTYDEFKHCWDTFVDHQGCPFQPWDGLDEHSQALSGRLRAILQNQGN
MPTP inh: blocks calcium-induced mitochondrial swelling; inhibition, % at 10 µM; isolated mouse mitochondria, Ca2+ swelling absorbance, 30 min; AID 602449; 360,000 tested, 1.4% active;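 active = inhibition of 50% or more, scaled per plate between neutral and stimulator controls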;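 note: 0% = DMSO wells given calcium and 100% = 1 mM EGTA wells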
hIAP block: human IAP inhibition; P09923; inhibition, % at 10 µM; 330,000 tested, 0.12% active; purified IAP, CDP-Star luminescence, 30 min;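 active = inhibition reaching a set limit with compound at 10 µM in the primary screen, cut at about 35% in these data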;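 note: plate controls were DMSO wells with enzyme for no effect and no-enzyme buffer wells for full effect; values of inactives mirror those of a sister screen read the other way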
A3G deaminase: blocks human APOBEC3G single-stranded DNA deamination; inhibition, % at 20 µM; recombinant A3G, ssDNA deamination FAM/TAMRA fluorescence; 330,000 tested, 0.28% active; AID 493012;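 active = inhibition of at least 40% at 20 µM, with no more than 30% in the related APOBEC3A deaminase screen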;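 note: plate controls were DMSO wells with A3G for no effect and wells lacking A3G enzyme for full effect; some compounds called inactive have numbers as strong as hits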
mIAP inh: blocks mouse intestinal alkaline phosphatase; purified mouse IAP, CDP-Star luminescence, 30 min; inhibition, % at 10 µM; 330,000 tested, 0.2% active; AID 2806;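 active = inhibition of at least 40% at 10 µM in the primary screen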;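 note: plate controls were DMSO with enzyme for no effect and no enzyme wells for full effect; values of inactives mirror those of a sister screen read the other way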
Starred values were filed as active, the others as inactive; . = no result given.

Order of values: mIAP act, GRIN3A LBD mod, hIAP activ, MIN6 prolif, A3A deaminase, MPTP inh, hIAP block, A3G deaminase, mIAP inh
1) COC(=O)C[C@H]1c2cc(C(F)(F)F)ccc2S(=O)(=O)N1C1CCCCC1
 : 1.1, 5, 0.88, 5, -3, 0.0, 12, -4, -5
2) O=C(Nc1nc(-c2ccc(F)cc2)cs1)c1ccc(N2C(=O)CCC2=O)cc1
 : 0.99, 25*, 1.1, -2, 0, -0.5, -8, -10, 1
3) CCN(CC)S(=O)(=O)c1ccc(C(=O)OCC(=O)Nc2ccc(-c3nc4ccc(C)cc4s3)cc2)cc1
 : 0.95, 3, 0.9, -6, -2, 3.0, 10, -7, 4
4) C#CCOCCOCCOCCNc1nc(N2CCN(C(=O)C([C@@H](C)CC)n3cc(C(N)CO)nn3)CC2)nc(N2CCN(C(=O)C([C@@H](C)CC)n3cc(C(N)COC(=O)C(F)(F)F)nn3)CC2)n1 (some centres undefined)
 : 1, -2, 0.99, -2, -3, ., 1, -9, -3
5) COc1nc(NC2CCCCC2)nc(N2CCCCCC2)n1
 : 1.1, -12, 1.1, -3, 4, 21, -8, 5, -10
6) COc1ccc(NC(=S)NCCCCCC(=O)C[N+](=O)[O-])cc1
 : 0.97, -1, 1, -3, 4, -2.5, 0, 3, 2
7) Cc1ccc2c(CSc3nncs3)cc(=O)oc2c1
 : 0.89, 0, 1.1, 0, -6, -1.1, -7, -9, 11
8) CCOc1ccc(CCNC(=O)Cn2c(-c3nonc3N)nc3ccccc32)cc1OCC
 : 0.95, 2, 0.97, -2, -1, 0.0, 3, 0, 5
9) COCCCN1CN(S(=O)(=O)c2cccs2)c2nc3ccccc3nc21
 : 1, 0, 1, 2, -4, 0.4, 0, -6, 0
10) COC(=O)c1sc(NC(=O)CSc2nnnn2C)nc1C
 : 0.97, -1, 0.84, -1, -1, -0.9, 16, 56*, 3
11) COC(=O)C1C(=O)C=C(N2CCOCC2)CC1(C)C (centres undefined)
 : 1.1, 8, 0.95, -3, -3, -2.2, 5, -7, -8
12) NNC(=O)C(Cc1c[nH]c2ccccc12)NC(=O)c1ccccc1 (centres undefined)
 : 1.1, 2, 1.2, -1, -3, 0.3, -18, -3, -13
13) COc1ccc(CCn2nnnc2CN2CCN(C(=O)c3ccco3)CC2)cc1OC
 : 0.93, -1, 1, 1, -4, -0.7, -1, -6, 7
14) CCOC(=O)C1CCCN(S(=O)(=O)c2cc3[nH]c(=O)c(=O)[nH]c3cc2C)C1 (centres undefined)
 : 0.9, -2, 1, -1, -1, 0.4, -2, -10, 10
15) Nc1c(C(=O)NC2CCCC2)c2nc3ccccc3nc2n1/N=C/c1ccco1
 : 0.83, -7, 0.84, -4, -1, 2.9, 16, -5, 17
16) CC(C)[C@H](NC(=O)c1c(F)cccc1F)C(=O)Nc1cccc(Br)c1
 : 1.2, -1, 1.1, 0, 1, 0.7, -7, 1, -24
17) O=C(C1CCCN(Cc2ccc3c(c2)OCO3)C1)N1CCCC1 (centres undefined)
 : 1, 0, 1.1, -2, -2, -0.2, -14, -4, 0
18) CC(C)COc1cccc(C(=O)N(C)CC(=O)Nc2cccc3ccccc23)c1
 : 1.2, -1, 1.1, -5, 20, -1.1, -12, 3, -24
19) COc1ccccc1CCNC(=O)C(=O)NCC1OCCN1S(=O)(=O)c1ccccc1 (centres undefined)
 : 1, 0, 1, -1, -7, 1.1, 0, -6, 0
20) O=S(=O)(NCC(c1ccco1)N1CCc2ccccc21)c1ccccc1 (centres undefined)
 : 1.1, 2, 1.1, 1, -1, -0.3, -12, 0, -6
21) O=C(NC(O)C(=O)c1cccs1)c1cccnc1 (centres undefined)
 : 1, 2, 1, -3, -5, 2.5, -4, -2, 0
22) COCCN(CC1CCCN(C2Cc3ccccc3C2)C1)C(=O)c1cccc(C)c1 (centres undefined)
 : 0.92, -1, 1.1, 0, -7, -1.0, -15, -7, 8
23) CCC[C@@H]1CCCO[C@@](C(=O)NCc2ccccn2)(C(F)(F)F)C1
 : 0.99, -2, 0.93, 0, -3, -1.8, 7, -7, 1
24) COc1ccc(C(CC(=O)Nc2nccs2)n2cccc2)cc1 (centres undefined)
 : 0.94, 0, 1.2, -1, -1, 3.2, -15, -2, 6
25) CC1CCN(C(=O)COC(=O)c2ccc(N3CCCC3=O)cc2)CC1
 : 1, 1, 0.93, -1, -6, -1.2, 7, -8, -4
26) CN(CCC#N)C(=O)CC1(Cc2ccccc2)CCOC(C)(C)C1 (centres undefined)
 : 0.94, 2, 0.91, 2, 1, 0.2, 9, -4, 6
27) Cc1c(Cl)cccc1NC(=S)NCCc1ccc(F)cc1
 : 1.5, -5, 1, -5, -8, 32, -3, -5, -54
28) Cc1n[nH]c(=O)c2c(NC(=O)CSc3nncs3)oc(C)c12
 : 1.1, 1, 1.2, 0, -2, -1.4, -24, -12, -6
29) Nc1nonc1C(=O)N/N=C/c1cc2c(cc1[N+](=O)[O-])OCO2
 : 0.77, -2, 1.1, -1, 26, 0.4, -10, -1, 23
30) CC(=O)c1cccc(S(=O)(=O)N2CCN(c3nc4cc(C)cc(C)c4cc3C#N)CC2)c1
 : 0.85, 1, 0.79, 0, 1, -1.6, 21, 2, 15

The last two compounds of the section before come first, to join the parts.
Order of values: mIAP act, GRIN3A LBD mod, hIAP activ, MIN6 prolif, A3A deaminase, MPTP inh, hIAP block, A3G deaminase, mIAP inh
29) Nc1nonc1C(=O)N/N=C/c1cc2c(cc1[N+](=O)[O-])OCO2
 : 0.77, -2, 1.1, -1, 26, 0.4, -10, -1, 23
30) CC(=O)c1cccc(S(=O)(=O)N2CCN(c3nc4cc(C)cc(C)c4cc3C#N)CC2)c1
 : 0.85, 1, 0.79, 0, 1, -1.6, 21, 2, 15
31) COc1ccc(NC(=O)CCOc2ccccc2F)cc1S(=O)(=O)N1CCCCC1
 : 1.2, 3, 1.1, -1, 12, -1.2, -13, -8, -20
32) CCC(C(=O)NC(C)(C)C)N(Cc1cccs1)C(=O)CNS(=O)(=O)c1ccccc1 (centres undefined)
 : 1, 0, 1.1, -2, 5, 2.0, -9, 13, 0
33) C[C@@H]1COC(=O)[C@@H](CC(=O)OC(C)(C)C)C/C=C\C[C@H](CC(=O)NCCO)C(=O)N1
 : 1, 1, 0.96, -2, 1, -1.3, 4, -4, -1
34) CC(=O)Nc1ccc2c(c1)N(C(=O)CN(C)C)c1ccccc1CC2
 : 0.95, -3, 0.91, 1, -1, -0.1, 10, 5, 5
35) O=C(NCC1CCCO1)C(c1ccc(F)cc1)N(Cc1ccc(F)cc1)C(=O)Cn1nnc(-c2cccs2)n1 (centres undefined)
 : 1, 1, 0.83, -1, -1, 2.1, 17, -2, -4
36) CCCc1noc2c1C(c1ccoc1)C(C#N)=C(N)N2 (centres undefined)
 : 1, -2, 1, -1, -3, -0.2, 0, -2, -1
37) Cc1ncc(CO)c2c1Oc1nc(-c3ccccc3F)nc(SCC(=O)N(C)c3ccccc3)c1C2
 : 0.94, -3, 1.3, -4, 1, 0.4, -26, 4, 6
38) NC(=O)c1cccnc1Nc1cccc([N+](=O)[O-])c1
 : 0.94, 0, 0.91, -2, -1, -1.8, 10, -6, 6
39) COc1ccc(-c2cc(C(F)(F)F)c(C#N)c(=O)[nH]2)cc1
 : 1.1, -36, 1, -4, -1, 11, -2, -8, -6
40) Cc1cccc(C(=O)OCC(=O)N(C)c2ccccc2)c1C
 : 0.93, 1, 0.97, -1, 1, 0.6, 3, -12, 7
41) COc1cccc(Nc2nc(-c3ccccc3O)nc3ccccc23)c1
 : 0.94, 32*, 0.95, 0, 1, 4.0, 5, -3, 6
42) CCOC(=O)C1C(c2ccccc2)NC(=S)NC1(C)O (centres undefined)
 : 1.1, 0, 0.9, -2, 3, 0.0, 10, -6, -13
43) COc1cc(/C=C2\SC(=S)N(CCC(=O)Nc3ccccc3)C2=O)cc(OC)c1OC
 : 0.89, -6, 1.1, -3, 6, -0.7, -15, 0, 11
44) Cc1ccc(-n2nc3c(=O)n(C(C)C(=O)NCCCc4ccccc4)nc(C)c3c2C)cc1 (centres undefined)
 : 1.1, -3, 1.3, -4, -5, 1.4, -26, -5, -10
45) CCOc1ccccc1N1CCN(C(=O)c2ccccc2SCC(=O)N2CCCC2)CC1
 : 0.92, -1, 1, -4, -2, -0.3, -2, -3, 8
46) Nn1c(Cc2cccc3ccccc23)nnc1SCn1nnc2ccccc2c1=O
 : 1, -1, 0.99, -2, -2, -3.6, 1, -2, 0
47) CC[C@]1(c2ccccc2)C(=O)N(C(=O)OC)N1C(=O)OC
 : 0.8, -3, 0.95, 11, -2, 0.8, 5, -1, 20
48) CCOC(=O)c1cc2c(=O)n3ccccc3nc2n(CCOC)c1=NC(=O)c1c(-c2c(F)cccc2Cl)noc1C
 : 0.88, -5, 0.91, -2, 4, 0.6, 9, -12, 12
49) COc1ccccc1C(=O)Nc1ccc(S(=O)(=O)NC2=NCCCCC2)cc1
 : 0.99, 0, 1.1, -3, -2, 0.3, -8, -5, 1
50) CC(=O)NS(=O)(=O)c1ccc(NC(=O)/C=C/c2ccccc2Cl)cc1
 : 1.1, -4, 1.1, -2, -8, 0.9, -11, -7, -8
51) O=C(CSc1ncnc2c1cnn2CCc1ccccc1)Nc1cccc(C(F)(F)F)c1
 : 0.92, 5, 0.89, -5, 2, 11, 11, -2, 8
52) CN(CC(=O)Nc1ccc(F)c(F)c1F)C(=O)CN1C(=O)NC2(CCCC2)C1=O
 : 0.99, 0, 1, 5, 0, -2.9, 0, -3, 1
53) CN(C)c1ccc(C(=O)OCC(=O)N2CCOCC2)cc1
 : 0.97, 1, 0.99, 2, 1, -2.6, 1, 0, 3
54) CCOC(=O)c1c(NC(=O)CN2CCCc3ccccc32)sc(C(C)=O)c1C
 : 1.1, -9, 1, 1, -2, -0.6, 0, -6, -7
55) O=C(NCCc1ccccc1)C1c2ccccc2C(=O)N1Cc1cccs1 (centres undefined)
 : 1, -2, 0.9, 1, 4, 1.2, 10, 2, -4
56) COC(=O)C(C(=O)OC)C(C(C)C)C(C(=O)OC)C(=O)OC
 : 1.1, 0, 1, -2, -5, -0.7, -3, -10, -6
57) CCOC(=O)C1=C(C)NC(C)=C(C(=O)OCC)C1c1ccc(Br)o1
 : 1.1, -23, 0.93, 0, -1, 1.6, 7, -6, -7
58) O=C(O)c1cc(=O)cc(C(=O)O)[nH]1
 : 0.73, -1, 1, 0, -3, -1.4, 0, -5, 27
59) Cc1nn(CCCC(=O)Nc2sc3c(c2C#N)CCC3)c(C)c1[N+](=O)[O-]
 : 0.89, 0, 1, -3, -2, -0.6, -1, 20, 11

Assay outcomes: PubChem, Sanford-Burnham Center for Chemical Genomics
